Screens deposited in PubChem BioAssay by Broad Institute.
T cruzi growth: T. cruzi intracellular proliferation inhibitors, primary screen, cell-based, beta-gal Tulahuen parasites, NIH3T3 host, luminescence; T. cruzi beta-gal in NIH3T3, GalScreen luminescence, 90 h; inhibition, % at 8.34 µM; 77,000 tested, 5.9% active; AID 624255, 2012;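 active means mean inhibition above about 93%, with at least 55% of replicates each passing it, limit read from the data, passing the limit was not always enough; inconclusive means only one of those two conditions holds; inactive means neither condition holds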
GASC1 inh: inhibitors of GASC-1 (KDM4C) histone demethylase, primary screen, biochemical, single concentration HTS; inhibition, % at 12.5 µM; 96,000 tested, 0.15% active; AID 720574, 2013; GST-KDM4C 2-372, H3K9me3 peptide, LANCE TR-FRET; Lysine-specific demethylase 4C (Homo sapiens), Q9H3R0;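 active means mean replicate inhibition above about 25%, with at least 55% of replicates also reaching it, limit read from the data, passing the limit was not always enough; inconclusive means only one of those two conditions met; inactive means neither condition met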
Target sequence (Q9H3R0 2-372 limits assumed): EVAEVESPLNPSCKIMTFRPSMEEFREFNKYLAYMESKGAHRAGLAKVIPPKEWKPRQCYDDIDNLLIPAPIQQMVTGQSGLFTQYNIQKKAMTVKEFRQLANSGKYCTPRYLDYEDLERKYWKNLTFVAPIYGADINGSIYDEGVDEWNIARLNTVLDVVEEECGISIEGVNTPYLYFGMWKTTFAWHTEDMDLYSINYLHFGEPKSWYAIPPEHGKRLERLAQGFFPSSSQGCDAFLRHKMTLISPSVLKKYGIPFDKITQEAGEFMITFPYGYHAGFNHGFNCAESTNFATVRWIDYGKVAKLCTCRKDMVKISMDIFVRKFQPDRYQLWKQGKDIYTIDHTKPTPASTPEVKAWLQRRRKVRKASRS
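Assay system: GST-GASC-1 enzyme fragment 2-372 | Amount: 10 nM enzyme | Medium: HEPES buffer, pH 7.5, plus ascorbate | Reagent: H3K9me3 peptide substrate, Fe(II), 2-oxoglutarate | Doses: Single-point compound screen | Incubation: 30 min demethylation and 1 h detection at room temperature | Measured by: LANCE TR-FRET, excitation 340 nm, emissions 618 and 671 nm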
C diff HTS: C. difficile growth inhibitors, primary screen, HTS. Clostridium difficile clinical isolate growth, OD600, 24 h; active compounds read low. 86,000 tested, 0.25% active. growth activity, negative = inhibition, % at 16 µg/mL (by protocol);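 active means mean growth activity at or below -80% and every replicate also at or below -80%; inconclusive means mean at or below -80% but some replicate above -80%; inactive means mean growth activity above -80%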;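 further: 0% = DMSO wells and -100% = levofloxacin 16 µg/mL wells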
Pf Dd2 inh: P. falciparum Dd2 growth inhibitors, primary screen, SYBR Green fluorescence, single dose replicates; activity change, % at 10 µM; 72 h; active compounds read low; AID 1159554, 2015; 94,000 tested, 2.3% active; in the data active means activity change below about -80%; inconclusive means no clear call, values can overlap the other calls
* = called active by the depositor; ? = inconclusive; / = not tested or not shown; & = joins results of further samples.

1: Cc1noc(C)c1S(=O)(=O)Nc1cccc2c1O[C@@H](CN(C)CC1CC1)[C@@H](C)CN([C@H](C)CO)C2=O
2: C[C@@H]1CN([C@H](C)CO)S(=O)(=O)c2ccc(-c3cncnc3)cc2O[C@H]1CN(C)Cc1ccncc1
3: O=C(c1ccc2c(c1)OCO2)N1C[C@H]2[C@@H](c3ccccc31)[C@H](CO)N2Cc1ccccc1Cl
4: C[C@H]1CN([C@@H](C)CO)C(=O)c2cc(NC(=O)Nc3ccc(C(F)(F)F)cc3)ccc2O[C@@H]1CN(C)C(=O)Nc1ccc2c(c1)OCO2
5: COc1ccc(NC(=O)Nc2ccc3c(c2)C(=O)N([C@H](C)CO)C[C@@H](C)[C@@H](CN(C)Cc2ccc(C(=O)Nc4ccccc4N)cc2)O3)cc1
6: COc1ccc(S(=O)(=O)Nc2ccc3c(c2)C(=O)N([C@@H](C)CO)C[C@H](C)[C@@H](CN(C)S(=O)(=O)c2c(C)noc2C)OCCCC[C@@H](C)O3)cc1
compound no.	1	2	3	4	5	6
T cruzi growth	9	73	73	0	38	93
GASC1 inh	-0.2	0.2	-0.5	-1.2	1.2	-0.4
C diff HTS	-2	8	9	/	-2	-6
Pf Dd2 inh	12	-3	-8	-43	-67	-72

7: CCCC#Cc1cnc2c(c1)C(=O)N([C@@H](C)CO)C[C@@H](C)[C@H](CN(C)S(=O)(=O)c1cn(C)cn1)O2
8: CO[C@H]1CN(C)C(=O)c2cc(NC(=O)NC3CCCCC3)ccc2OC[C@H](C)N(CC2CCOCC2)C[C@H]1C
9: CCCNC(=O)N(C)C[C@H]1Oc2cc(C#CCN(C)C)ccc2S(=O)(=O)N([C@H](C)CO)C[C@H]1C
10: COCC(=O)N1C[C@@H](C)[C@H](OC)CN(C)C(=O)c2cc(NC(=O)Nc3ccccc3)ccc2OC[C@H]1C
11: O=C(N[C@H]1CC[C@@H](CCNC(=O)C2CCCCC2)O[C@H]1CO)c1ccncc1
12: C[C@@H]1CN([C@@H](C)CO)C(=O)c2cc(NC(=O)C3CCCCC3)ccc2O[C@@H](C)CCCCO[C@@H]1CN(C)C(=O)CCC(F)(F)F
compound no.	7	8	9	10	11	12
T cruzi growth	/	/	54	-39	80	60
GASC1 inh	0.1	3.2	4.2	0.8	-1.1	-1.7
C diff HTS	1	/	-7	/	8	7
Pf Dd2 inh	27	-53	8	-50	-13	-42

13: CC(C)NC(=O)N[C@H]1CC[C@@H](CC(=O)NCc2ccc(Oc3ccccc3)cc2)O[C@@H]1CO
14: C[C@@H]1CN([C@@H](C)CO)C(=O)c2cc(NC(=O)Nc3ccc(F)cc3)ccc2O[C@H]1CN(C)S(=O)(=O)c1ccccc1
15: Cc1noc(C)c1NC(=O)N(C)C[C@H]1Oc2c(cccc2N(C)C)C(=O)N([C@@H](C)CO)C[C@H]1C
16: CC(C)CC#Cc1ccc([C@H]2[C@H]3CN(C(=O)c4ccccn4)CC(=O)N3[C@H]2CO)cc1
17: C[C@@H]1CN([C@@H](C)CO)C(=O)c2cc(NC(=O)CCC(F)(F)F)ccc2O[C@@H](C)CCCCO[C@H]1CN(C)CC1CCCCC1
18: C[C@H]1CN([C@@H](C)CO)S(=O)(=O)c2ccc(-c3cccc(C#N)c3)cc2O[C@@H]1CN(C)C
compound no.	13	14	15	16	17	18
T cruzi growth	4	48	37	/	65	23
GASC1 inh	-2.5	0.9	2.4	-0.8	-2.9	0.6
C diff HTS	/	-4	2	-10	23	-3
Pf Dd2 inh	-1	19	-3	2	-6	-4

19: Cc1ccc(S(=O)(=O)N(C)C[C@H]2OCCCC[C@H](C)Oc3ccc(NS(=O)(=O)c4cn(C)cn4)cc3C(=O)N([C@H](C)CO)C[C@@H]2C)cc1
20: COc1ccc(CN(C)C[C@H]2OCCCC[C@H](C)Oc3ccc(NS(=O)(=O)c4cccs4)cc3C(=O)N([C@@H](C)CO)C[C@@H]2C)cc1
21: C[C@@H]1CCCCO[C@H](CN(C)C(=O)Nc2ccc(F)cc2)[C@H](C)CN([C@H](C)CO)C(=O)c2cc(NC(=O)CCC(F)(F)F)ccc2O1
22: COc1ccc(-c2ccc3n(c2=O)C[C@H]2[C@H](CO)[C@@H](C(=O)N(C)C)[C@@H]3N2Cc2cccnc2)cc1
23: C[C@H]1CN([C@@H](C)CO)C(=O)c2ccccc2-c2ccccc2CO[C@H]1CN(C)C(=O)Nc1ccccc1C(F)(F)F
24: Cc1ccc(S(=O)(=O)Nc2ccc3c(c2)C(=O)N([C@@H](C)CO)C[C@@H](C)[C@H](CN(C)Cc2ccc(Oc4ccccc4)cc2)O3)cc1
compound no.	19	20	21	22	23	24
T cruzi growth	25	2	98*	9	30	45
GASC1 inh	-0.8	-0.5	-0.2	1.5	1.2	-0.3
C diff HTS	3	4	/	-2	-3	/
Pf Dd2 inh	-3	-14	-72	21	-31	16

25: CC(C)CC#Cc1ccc2c(c1)O[C@H](CN(C)C)[C@@H](C)CN([C@H](C)CO)S2(=O)=O
26: CN(C)C(=O)c1cccc(-c2ccc([C@@H]3[C@H]4CN(CCC(F)(F)F)CCCCN4[C@H]3CO)cc2)c1
27: CN(C)C(=O)c1ccc(-c2ccc(C3[C@@H]4CN(Cc5cccnc5)C[C@H]3N4)cc2)cc1 (stereo partly specified)
28: CO[C@H]1CN(C)C(=O)c2cc(NC(=O)Nc3ccccc3)ccc2OC[C@H](C)N(CC2CC2)C[C@@H]1C
29: O=C(Nc1cc(F)ccc1F)N1CCCCN2[C@H](CO)[C@H](c3ccc(-c4cccnc4)cc3)[C@H]2C1
30: COc1ccc(C(=O)N2C[C@H]3[C@@H](c4ccccc42)[C@@H](CO)N3C(=O)Cc2ccccn2)cc1
compound no.	25	26	27	28	29	30
T cruzi growth	67	56	/	-95	104*	10
GASC1 inh	20	0.2	1.1&3.0	-1.1	0.2	0.2
C diff HTS	9	7	-7&3	/	1	0
Pf Dd2 inh	-30	-2	-16&-31	-34	-45	4

Single records (already shown). Values in the order: T cruzi growth	GASC1 inh	C diff HTS	Pf Dd2 inh
Profile of `COc1ccc(-c2ccc3n(c2=O)C[C@H]2[C@H](CO)[C@@H](C(=O)N(C)C)[C@@H]3N2Cc2cccnc2)cc1` : 9	1.5	-2	21
Profile of `CCCC#Cc1cnc2c(c1)C(=O)N([C@@H](C)CO)C[C@@H](C)[C@H](CN(C)S(=O)(=O)c1cn(C)cn1)O2` : /	0.1	1	27
Profile of `CN(C)C(=O)c1ccc(-c2ccc(C3[C@@H]4CN(Cc5cccnc5)C[C@H]3N4)cc2)cc1` (stereo partly specified) : /	1.1&3.0	-7&3	-16&-31
Profile of `C[C@H]1CN([C@@H](C)CO)C(=O)c2ccccc2-c2ccccc2CO[C@H]1CN(C)C(=O)Nc1ccccc1C(F)(F)F` : 30	1.2	-3	-31
Profile of `COCC(=O)N1C[C@@H](C)[C@H](OC)CN(C)C(=O)c2cc(NC(=O)Nc3ccccc3)ccc2OC[C@H]1C` : -39	0.8	/	-50

Next structures
31: Cc1noc(C)c1NC(=O)N[C@H]1CC[C@@H](CC(=O)NCc2ccc(Cl)c(Cl)c2)O[C@@H]1CO
32: COc1ccc2c3c(n(C)c2c1)[C@H](CO)N(C(=O)c1ccc(F)cc1)CC31CCN(C(=O)Nc2ccc(F)cc2)CC1
33: O=C(NC1CCC1)[C@@H]1[C@@H](CO)[C@@H]2Cn3c(ccc(-c4ccccc4F)c3=O)[C@@H]2N1Cc1ccncc1
34: CCCC#Cc1ccc2c(c1)O[C@@H](CN(C)Cc1ccccc1)[C@@H](C)CN([C@H](C)CO)S2(=O)=O
35: O=C(C[C@@H]1CC[C@@H]2[C@H](COC[C@H](O)CN2C(=O)c2cccnc2)O1)NCc1ccc(-c2ccccc2)cc1
36: O=C(C[C@@H]1CC[C@@H]2[C@H](COC[C@H](O)CN2C(=O)Nc2ccccc2)O1)NC1Cc2ccccc2C1
compound no.	31	32	33	34	35	36
T cruzi growth	24	/	53	/	-39	46
GASC1 inh	0.4	-1.0	18	0.5	-3.0	0.2
C diff HTS	/	3	-3	7	/	/
Pf Dd2 inh	7	?	-8	-19	-2	12

37: O=C(CC1CC1)N1[C@@H](CO)[C@@H](c2ccccc2)C12CN(Cc1cc(F)ccc1F)C2
38: COCc1cn(CC[C@H]2CC[C@@H](NC(=O)Nc3ccc(F)cc3)[C@@H](CO)O2)nn1
39: COc1ccc(NC(=O)N(C)C[C@@H]2Oc3ncc(C#CCC(C)C)cc3C(=O)N([C@H](C)CO)C[C@H]2C)cc1
40: Cn1cnc(S(=O)(=O)N2C[C@H](O)COC[C@H]3O[C@@H](CC(=O)NCc4ccc(F)cc4)CC[C@@H]32)c1
41: CCCNC(=O)N1C[C@H](O)COC[C@@H]2O[C@H](CC(=O)NCc3ccncn3)CC[C@H]21
42: COCC(=O)N(C)C[C@H]1Oc2ncc(C#Cc3ccncc3)cc2C(=O)N([C@@H](C)CO)C[C@H]1C
compound no.	37	38	39	40	41	42
T cruzi growth	/	-8	4	30	-34	-48
GASC1 inh	1.6	-1.0	-0.9	0.9	-5.9	4.1
C diff HTS	14	-5	-19	/	-2&-4	4
Pf Dd2 inh	-30	-30	-39	6	23	0

43: CO[C@H]1CN(C)C(=O)c2cc(NC(C)=O)ccc2OC[C@H](C)N(C(=O)CC2CC2)C[C@@H]1C
44: COCC(=O)N(C)C[C@H]1Oc2ncc(C3=CCCCC3)cc2C(=O)N([C@H](C)CO)C[C@@H]1C
45: COc1ccc(NC(=O)N2CC(=O)N3[C@H](C2)[C@@H](c2ccc(C#CCC4CCCC4)cc2)[C@@H]3CO)cc1
46: C[C@@H]1CN([C@H](C)CO)C(=O)c2cccc(NC(=O)Nc3ccc(C(F)(F)F)cc3)c2O[C@H]1CN(C)Cc1ccc(Cl)c(Cl)c1
47: COc1ccccc1S(=O)(=O)N(C)C[C@H]1Oc2cc(/C=C/c3ccccc3)ccc2S(=O)(=O)N([C@@H](C)CO)C[C@H]1C
48: CC(C)NC(=O)N1CC[C@@H]2[C@H]1c1cc(C#Cc3ccccc3)ccc1N(C)[C@@H]2CO
compound no.	43	44	45	46	47	48
T cruzi growth	1	15	/	?	129*	54
GASC1 inh	0.4	1.1	0.7	0.6	0.5	-0.5
C diff HTS	-1	-2	0	27	-4	6
Pf Dd2 inh	18	28	-58	-16	-52	0

49: CNC[C@H]1Oc2ccc(NC(=O)Cc3cn(C)c4ccccc34)cc2CC(=O)N([C@@H](C)CO)C[C@H]1C
50: Cc1noc(C)c1NC(=O)N(C)C[C@@H]1Oc2ccc(NC(=O)Cc3ccccc3)cc2C(=O)N([C@@H](C)CO)C[C@H]1C
51: CO[C@@H]1CN(C)C(=O)c2cc(NC(=O)Nc3ccc4c(c3)OCO4)ccc2OC[C@H](C)NC[C@@H]1C
52: C[C@H]1CN([C@@H](C)CO)S(=O)(=O)c2ccc(C#Cc3ccncc3)cc2O[C@@H]1CN(C)C(=O)C1CCC1
53: C[C@@H]1CN([C@@H](C)CO)C(=O)c2cc(/C=C/c3ccccc3)cnc2O[C@@H]1CN(C)C
54: O=C(c1cccnc1)N1C[C@@H]2[C@H](c3ccccc31)[C@H](CO)N2C(=O)Nc1ccccc1
compound no.	49	50	51	52	53	54
T cruzi growth	22	70	/	-116	/	8
GASC1 inh	-2.2	0.7	3.8	-1.7	13	4.1
C diff HTS	-3	1	/	-5	-2	-2
Pf Dd2 inh	2	-2	6	-24	31	-18
